Assay outcomes deposited in PubChem by Sanford-Burnham Center for Chemical Genomics.
CXCR6 inh = CXCR6 receptor inhibitors, primary screen, cell-based, beta-arrestin, luminescence, CHO-K1 PathHunter, 1536-well; hit rate 0.36% among 360,000; inhibition, % at 20 µM; C-X-C chemokine receptor type 6 (Homo sapiens), O00574; in the data active = inhibition above about 34%, passing the limit was not always enough;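 note: antagonist mode with CXCL16 agonist at 10 nM final; 0% = 10 nM CXCL16 with DMSO and 100% = unstimulated wells without agonist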
Target sequence (O00574 whole entry, looked up): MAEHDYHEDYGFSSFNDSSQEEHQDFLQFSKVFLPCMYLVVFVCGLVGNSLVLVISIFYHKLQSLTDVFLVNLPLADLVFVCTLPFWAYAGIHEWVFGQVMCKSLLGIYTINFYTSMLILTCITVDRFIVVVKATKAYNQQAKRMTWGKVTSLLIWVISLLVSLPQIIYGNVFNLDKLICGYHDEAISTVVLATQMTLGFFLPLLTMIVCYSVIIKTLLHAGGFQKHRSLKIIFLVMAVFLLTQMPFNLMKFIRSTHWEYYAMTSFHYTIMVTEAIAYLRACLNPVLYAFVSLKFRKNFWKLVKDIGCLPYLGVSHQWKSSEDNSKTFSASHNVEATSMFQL
TIM10 inh = growth inhibitors of isogenic TIM10 control yeast, primary screen, counter-screen for tim10-1 yeast inhibitor project, luminescence, uHTS; inhibition, % at 10 µM; S. cerevisiae TIM10 strain growth, BacTiter-Glo luminescence, 24 h; hit rate 1.4% among 330,000;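 active = inhibition of 40% or more at the single tested concentration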;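 note: wild-type TIM10 isogenic control strain grown at permissive 25 °C; 0% = DMSO yeast wells and 100% = minimal medium wells without yeast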
UPR XBP1 act = activators of adaptive XBP1 UPR arm, primary screen, cell-based, CHO-XBP1 luciferase reporter, luminescence, uHTS; IRE1-XBP1 UPR activation; percent of tunicamycin response, DMSO as zero; activation, % at 20 µM; hit rate 0.33% among 330,000; AID 463104, 2010;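 active = versus positive control, 20 µM dose yields 30% or more activation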;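 note: 100% = tunicamycin at 10 µg/mL and 0% = DMSO only wells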
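assay system = CHO-XBP1 luciferase reporter cells | amount = 1000 cells/well | buffer or medium = F12 plus 10% FBS | compound dosing = single point, 20 µM final compound, 1% DMSO | incubation = 16-18 h cell attachment at 37 °C, then 6 h compound exposure | detection = Steady-Glo luminescence read | controls = tunicamycin 10 µg/mL and vehicle-only wells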
tim10-1 inh = growth inhibitors of tim10-1 mutant yeast, primary screen, luminescence, uHTS | S. cerevisiae tim10-1 ts strain growth, BacTiter-Glo, 24 h | inhibition, % at 20 µM | hit rate 2.2% among 330,000;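 active = inhibition of at least 40%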;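 note: mutant grown at 25 °C; 0% = DMSO wells with yeast and 100% = wells holding no yeast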
tim23-1 inh = growth inhibitors of tim23-1 mutant yeast, primary screen, luminescence, uHTS; S. cerevisiae tim23-1 growth, BacTiter-Glo luminescence, 24 h; inhibition, % at 20 µM; hit rate 1.3% among 330,000; AID 463212, 2010;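 active = growth inhibition of the mutant yeast at or above 50%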;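 note: temperature-sensitive mutant grown at 25 °C; plate controls were DMSO-treated mutant yeast for no effect and medium wells lacking yeast for full effect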
UPR CHOP act = activators of apoptotic CHOP UPR arm, primary screen, cell-based, CHO-CHOP luciferase reporter, luminescence, uHTS; UPR activation; percent of tunicamycin response over DMSO baseline; activation, % at 10 µM; hit rate 0.34% among 330,000; AID 449763, 2010;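 active = at 10 µM dose, activation of 40% or more, normalized to positive control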;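 note: 100% = tunicamycin at 10 µg/mL and 0% = DMSO alone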
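assay system = CHO CHOP reporter cells | amount = 500 CHO-CHOP cells per well | buffer or medium = F12 with 10% FBS | incubation = 16-18 h cell attachment, then 6 h compound exposure, 37 °C | detection = luminescence read with Steady-Glo | read-out = percent activation relative to tunicamycin control | controls = tunicamycin high control, DMSO low control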
APJ antag = antagonists of human apelin receptor APJ, primary screen, CHO-K1 cells, beta-arrestin complementation, luminescence | P35414 | inhibition, % at 20 µM | hit rate 0.32% among 330,000 | AID 2521, 2010;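 active = inhibition above about 40% at 20 µM, limit read from the data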;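 note: cells challenged with 10 nM apelin-13 agonist together with compound; plate controls were apelin-13 plus DMSO wells for no effect and DMSO wells lacking apelin-13 for full effect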
Target sequence (P35414 whole entry, looked up): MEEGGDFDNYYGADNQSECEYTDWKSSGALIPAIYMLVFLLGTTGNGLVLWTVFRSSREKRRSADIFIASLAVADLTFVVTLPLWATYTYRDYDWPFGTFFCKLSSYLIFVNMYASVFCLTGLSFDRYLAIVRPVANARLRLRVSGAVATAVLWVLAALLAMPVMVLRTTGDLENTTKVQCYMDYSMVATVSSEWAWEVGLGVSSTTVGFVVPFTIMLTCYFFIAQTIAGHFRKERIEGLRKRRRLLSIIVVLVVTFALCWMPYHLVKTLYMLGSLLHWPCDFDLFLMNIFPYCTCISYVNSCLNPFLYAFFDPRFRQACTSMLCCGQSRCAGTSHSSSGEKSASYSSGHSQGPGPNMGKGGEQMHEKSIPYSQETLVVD
Mdm2 MdmX PPI = inhibitors of human Mdm2-MdmX association, primary screen, cell-based, luminescence, split luciferase, SaOS-2, uHTS. AID 485346, 2010. inhibition, % at 8 µM. SaOS-2 split-luciferase Mdm2/MdmX complementation. Protein Mdm4 (Homo sapiens) + E3 ubiquitin-protein ligase Mdm2 (Homo sapiens), …. hit rate 3% among 330,000;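 active = inhibition of at least 50% at 8 µM in the primary screen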
APJ agonist = agonists of human apelin receptor APJ, primary screen, CHO-K1 cells, PathHunter beta-arrestin, luminescence. P35414. activation, % at 20 µM. hit rate 0.11% among 330,000. AID 2520, 2010. 0% DMSO wells, 100% apelin;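 active = activation more than six SD over the plate average, tested at 20 µM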;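 note: 0% = DMSO alone and 100% = apelin-13 at 10 nM; some results filed as inactive read as strong as hits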
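Assay system: CHO-K1 cells stably expressing ProLink-tagged human APJ and arrestin–beta-gal acceptor. Compound dosing: 20 µM single point, 1% DMSO. Times: 16-18 h seeding, 90 min dark compound exposure, 60 min detection. Detection: beta-gal luminescence. Evaluation: APJ–arrestin association signal. Controls: negative DMSO alone, positive Apelin-13 at 10 nM.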
Numbers without * were called inactive.

CC(/C=N/NC(=O)Cc1cccs1)=C\c1ccccc1 was read as CXCR6 inh 3, TIM10 inh -16, UPR XBP1 act 2, tim10-1 inh -16, tim23-1 inh -7, UPR CHOP act 4.1, APJ antag -18, Mdm2 MdmX PPI -71 and APJ agonist -2.
For O=C(NCc1ccccc1C(F)(F)F)c1cccc2c1C(=O)c1ccc(N3CCOCC3)cc1S2(=O)=O the results were CXCR6 inh 5, TIM10 inh -7, UPR XBP1 act 15, tim10-1 inh -3, tim23-1 inh -6, UPR CHOP act 1.7, APJ antag -1, Mdm2 MdmX PPI 35 and APJ agonist 0.
`CCCOc1ccc(C(=O)N2CCN(c3ccc(NC(=O)CC)cc3Cl)CC2)cc1` gave CXCR6 inh -6, TIM10 inh 36, UPR XBP1 act -1, tim10-1 inh 31, tim23-1 inh 21, UPR CHOP act -3.9, APJ antag 0, Mdm2 MdmX PPI 16 and APJ agonist 1.
O=C(NCc1ccccc1)Nc1cccn(Cc2ccccc2)c1=O was read as CXCR6 inh 2, TIM10 inh -2, UPR XBP1 act 0, tim10-1 inh 22, tim23-1 inh 7, UPR CHOP act 4.5, APJ antag 6, Mdm2 MdmX PPI 6 and APJ agonist -3.
CC(NC(=O)Cc1ccc(NS(=O)(=O)c2cccc(C(F)(F)F)c2)cc1)c1ccccn1 (stereo not given) was read as CXCR6 inh -4, TIM10 inh 5, UPR XBP1 act 0, tim10-1 inh 2, tim23-1 inh 10, UPR CHOP act -0.1, APJ antag -11, Mdm2 MdmX PPI -8 and APJ agonist -1.
For Cc1cc(NC(=O)CSc2ncc(C(F)(F)F)cc2Cl)no1 the results were CXCR6 inh -9, TIM10 inh -8, UPR XBP1 act 5, tim10-1 inh -5, tim23-1 inh 7, UPR CHOP act -0.3, APJ antag 4, Mdm2 MdmX PPI 6 and APJ agonist -3.
For CCOC(=O)C1=C(C)NC(c2cccs2)C(=O)N1 (stereo not given) the results were CXCR6 inh -1, TIM10 inh 2, UPR XBP1 act -1, tim10-1 inh -2, tim23-1 inh -4, UPR CHOP act -1.2, APJ antag 4, Mdm2 MdmX PPI 6 and APJ agonist -2.
For Cc1ccc(CNC(=O)NC2CCCCC2)cc1 the results were CXCR6 inh 6, TIM10 inh 12, UPR XBP1 act 2, tim10-1 inh 7, tim23-1 inh 5, UPR CHOP act -0.7, APJ antag 12, Mdm2 MdmX PPI 0 and APJ agonist -5.
For Cc1ccccc1CNCCCSc1ncccn1 the results were CXCR6 inh 2, TIM10 inh -13, UPR XBP1 act -5, tim10-1 inh -16, tim23-1 inh -30, UPR CHOP act 2.4, APJ antag -8, Mdm2 MdmX PPI -5 and APJ agonist -1.
CC(C#N)Sc1nnc(-c2ccccc2F)n1C1CC1 (stereo not given) was read as CXCR6 inh -1, TIM10 inh 4, UPR XBP1 act -5, tim10-1 inh -12, tim23-1 inh 5, UPR CHOP act 0.8, APJ antag -7, Mdm2 MdmX PPI 16 and APJ agonist -2.
CCn1c(CN2CCN(c3ccc(OC)cc3)CC2)nc2cc(S(=O)(=O)N(C)C)ccc21 was read as CXCR6 inh 2, TIM10 inh -12, UPR XBP1 act -3, tim10-1 inh 13, tim23-1 inh 10, UPR CHOP act -0.3, APJ antag 7, Mdm2 MdmX PPI 10 and APJ agonist -3.
N=C1C(c2ccc(Br)cc2)=C(O)C2CCc3ccccc3N12 (stereo not given) was read as CXCR6 inh -8, TIM10 inh 25, UPR XBP1 act -1, tim10-1 inh 30, tim23-1 inh 42, UPR CHOP act 1.8, APJ antag 5, Mdm2 MdmX PPI 0 and APJ agonist -6.
Cc1ccc(OCCC(=O)Nc2ccc(S(=O)(=O)N3CCCC3)cc2)cc1 was read as CXCR6 inh -10, TIM10 inh 8, UPR XBP1 act -3, tim10-1 inh 25, tim23-1 inh 32, UPR CHOP act -1.8, APJ antag -9, Mdm2 MdmX PPI 4 and APJ agonist 2.
COc1ccccc1-n1c(=O)oc2ccc(Cl)cc2c1=O was read as CXCR6 inh 0, TIM10 inh 12, UPR XBP1 act 4, tim10-1 inh 17, tim23-1 inh 30, UPR CHOP act 2.0, APJ antag 18, Mdm2 MdmX PPI 17 and APJ agonist -8.
`CN(CC(=O)Nc1ccc(F)cc1)C(=O)COC(=O)/C=C/c1cccs1` gave CXCR6 inh -9, TIM10 inh 4, UPR XBP1 act -2, tim10-1 inh 12, tim23-1 inh -9, UPR CHOP act -0.1, APJ antag 3, Mdm2 MdmX PPI 11 and APJ agonist -7.
For COc1ccccc1NC(=O)CC1C(=O)NCCN1C(=O)Nc1ccc(Cl)c(Cl)c1 (stereo not given) the results were CXCR6 inh -10, TIM10 inh -1, UPR XBP1 act 4, tim10-1 inh 25, tim23-1 inh 15, UPR CHOP act 1.2, APJ antag 5, Mdm2 MdmX PPI 27 and APJ agonist 1.
`C/C(=N\NC(=S)NCc1ccccc1)c1ccc(C#N)cc1` gave CXCR6 inh -2, TIM10 inh 15, UPR XBP1 act -4, tim10-1 inh 5, tim23-1 inh 3, UPR CHOP act -0.3, APJ antag 1, Mdm2 MdmX PPI 2 and APJ agonist -2.
Screening O=C(CCC(=O)OCC(=O)c1ccc(-c2ccccc2)cc1)Nc1cccc(Cl)c1 returned CXCR6 inh 7, TIM10 inh 1, UPR XBP1 act 2, tim10-1 inh 14, tim23-1 inh -6, UPR CHOP act 1.0, APJ antag 22, Mdm2 MdmX PPI 16 and APJ agonist -7.
For O=C(CN1CCCCCC1)Nc1ccccc1F the results were CXCR6 inh 4, TIM10 inh -1, UPR XBP1 act 0, tim10-1 inh 5, tim23-1 inh 8, UPR CHOP act -0.3, APJ antag 19, Mdm2 MdmX PPI 4 and APJ agonist 1.
For CCOC(=O)N1CCN(c2nc3ccccc3n3cnnc23)CC1 the results were CXCR6 inh -2, TIM10 inh 5, UPR XBP1 act 0, tim10-1 inh 7, tim23-1 inh 10, UPR CHOP act 0.5, APJ antag 14, Mdm2 MdmX PPI 8 and APJ agonist -5.
For O=[N+]([O-])c1cccc(S(=O)(=O)N2CCCCC2)c1 the results were CXCR6 inh 8, TIM10 inh 6, UPR XBP1 act -7, tim10-1 inh 1, tim23-1 inh -2, UPR CHOP act -1.0, APJ antag -44, Mdm2 MdmX PPI 18 and APJ agonist 1.
For CSCCC(NC(=O)c1ccccc1Br)C(=O)NNC(=O)c1ccncc1 (stereo not given) the results were CXCR6 inh -1, TIM10 inh 5, UPR XBP1 act -4, tim10-1 inh -20, tim23-1 inh -10, UPR CHOP act 1.2, APJ antag 9, Mdm2 MdmX PPI 20 and APJ agonist -3.
For COc1ccc(CCNCC(=O)N2C(C)CCCC2C)cc1OC (stereo not given) the results were CXCR6 inh -7, TIM10 inh -9, UPR XBP1 act -3, tim10-1 inh -4, tim23-1 inh -10, UPR CHOP act -0.9, APJ antag -5, Mdm2 MdmX PPI -8 and APJ agonist -2.
`COc1c2occc2c(OC)c2c(=O)cc(C)oc12` gave CXCR6 inh 0, TIM10 inh 7, UPR XBP1 act -4, tim10-1 inh 10, tim23-1 inh 9, UPR CHOP act -0.9, APJ antag 10, Mdm2 MdmX PPI -12 and APJ agonist -1.
For Cn1c(S(=O)(=O)Cc2ccc(Cl)cc2)nc2ccccc21 the results were CXCR6 inh 0, TIM10 inh 1, UPR XBP1 act 2, tim10-1 inh -3, tim23-1 inh 22, UPR CHOP act 0.8, APJ antag -9, Mdm2 MdmX PPI 37 and APJ agonist 2.
`O=S(=O)(Nc1nc2c(s1)CCCC2)c1ccc(F)cc1` gave CXCR6 inh -9, TIM10 inh 3, UPR XBP1 act 3, tim10-1 inh 18, tim23-1 inh 11, UPR CHOP act 2.5, APJ antag -11, Mdm2 MdmX PPI 6 and APJ agonist -2.
COc1ccc(C(=O)Nc2ccc(NC(=O)C3CC3)cn2)cc1 was read as CXCR6 inh -3, TIM10 inh 11, UPR XBP1 act 0, tim10-1 inh -11, tim23-1 inh 10, UPR CHOP act 2.7, APJ antag 15, Mdm2 MdmX PPI 11 and APJ agonist -1.
For CCOC(=O)Cc1cc(=O)[nH]c(Nc2nc3ccccc3o2)n1 the results were CXCR6 inh 1, TIM10 inh 19, UPR XBP1 act 4, tim10-1 inh 15, tim23-1 inh 24, UPR CHOP act 0.8, APJ antag 10, Mdm2 MdmX PPI 15 and APJ agonist 1.
Screening COc1cc(C)ccc1OCCCOc1c(Cl)cccc1Cl returned CXCR6 inh -8, TIM10 inh -6, UPR XBP1 act -2, tim10-1 inh 6, tim23-1 inh 1, UPR CHOP act -0.9, APJ antag 18, Mdm2 MdmX PPI -2 and APJ agonist -2.
`CCCCN(CC(=O)NC1CCCC1)C(=O)C(=O)Nc1ccc2c(c1)OCCO2` gave CXCR6 inh -2, TIM10 inh 26, UPR XBP1 act -6, tim10-1 inh 12, tim23-1 inh 7, UPR CHOP act -0.1, APJ antag 8, Mdm2 MdmX PPI -27 and APJ agonist -4.
For CN1CCCC1=Nc1c2c(nc3ccccc13)N(C)CC2 the results were CXCR6 inh 1, TIM10 inh 7, UPR XBP1 act -2, tim10-1 inh 8, tim23-1 inh -6, UPR CHOP act 0.5, APJ antag 1, Mdm2 MdmX PPI 9 and APJ agonist -5.
For C[C@H](CO)N1C[C@H](C)[C@@H](CN(C)Cc2ccncc2)Oc2c(NS(=O)(=O)c3cn(C)cn3)cccc2C1=O the results were CXCR6 inh 1, TIM10 inh 2, UPR XBP1 act -4, tim10-1 inh -18, tim23-1 inh -6, UPR CHOP act -0.5, APJ antag 7, Mdm2 MdmX PPI -3 and APJ agonist -2.
`O=C(COC(=O)Cc1cccc(C(F)(F)F)c1)Nc1ccc2[nH]c(=O)[nH]c2c1` gave CXCR6 inh 0, TIM10 inh -13, UPR XBP1 act 2, tim10-1 inh -17, tim23-1 inh -14, UPR CHOP act 1.5, APJ antag 12, Mdm2 MdmX PPI -2 and APJ agonist -3.
For Fc1ccccc1COc1ccc(/C=N/NC(=S)NCc2ccccc2)cc1 the results were CXCR6 inh -3, TIM10 inh -52, UPR XBP1 act 0, tim10-1 inh 27, tim23-1 inh -16, UPR CHOP act 1.4, APJ antag 4, Mdm2 MdmX PPI 16 and APJ agonist -1.
`CCOc1ccc(C(=S)NC2CCCCC2)cc1OC` gave CXCR6 inh 5, TIM10 inh -17, UPR XBP1 act 2, tim10-1 inh 23, tim23-1 inh 8, UPR CHOP act 1.8, APJ antag -19, Mdm2 MdmX PPI 15 and APJ agonist -2.

This is a subset; the hit share may differ from the screen's.
